# CaV13 FRET inh – Disruptors of the CACNA1D IQ motif to Ca2+-dependent inactivation inhibitor domain association, primary screening, Förster resonance energy transfer in intact living …; HEK cells, CFP/YFP FRET ICDI-IQ, plate reader, 10 min; percent FRET-ratio fall versus neutral wells; inhibition, % at 12.3 µM; 0.098% of 340,000 active;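 active = mean replicate inhibition of at least 30% and at least 1% of replicates passing that level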;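 also: 0% = median of the neutral control wells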
# CF NFkB block – blocks PAF-induced NF-kB reporter in cystic fibrosis cells. KKLEB NF-kB-GFP reporter, GFP fluorescence overnight. inhibition, % at 5 µM. 0.86% of 360,000 active;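 active = at least 50% inhibition at 5 µM, scaled per plate between neutral and stimulator controls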;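 also: PAF is a Pseudomonas aeruginosa culture filtrate used as stimulus; plate controls were PAF-stimulated DMSO wells for no effect and unstimulated DMSO wells for full effect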
# PDI inh – PDI (human) enzyme inhibition | P07237 | PDI insulin aggregation turbidity, A650, 90 min | inhibition, % at 10 µM | 0.052% of 350,000 active;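 active = mean inhibition across replicates of 30% or more, whatever share of single replicates reach that level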;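 also: absorbance from insulin aggregation driven by PDI reduction with DTT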
# Target sequence (P07237 whole entry, looked up): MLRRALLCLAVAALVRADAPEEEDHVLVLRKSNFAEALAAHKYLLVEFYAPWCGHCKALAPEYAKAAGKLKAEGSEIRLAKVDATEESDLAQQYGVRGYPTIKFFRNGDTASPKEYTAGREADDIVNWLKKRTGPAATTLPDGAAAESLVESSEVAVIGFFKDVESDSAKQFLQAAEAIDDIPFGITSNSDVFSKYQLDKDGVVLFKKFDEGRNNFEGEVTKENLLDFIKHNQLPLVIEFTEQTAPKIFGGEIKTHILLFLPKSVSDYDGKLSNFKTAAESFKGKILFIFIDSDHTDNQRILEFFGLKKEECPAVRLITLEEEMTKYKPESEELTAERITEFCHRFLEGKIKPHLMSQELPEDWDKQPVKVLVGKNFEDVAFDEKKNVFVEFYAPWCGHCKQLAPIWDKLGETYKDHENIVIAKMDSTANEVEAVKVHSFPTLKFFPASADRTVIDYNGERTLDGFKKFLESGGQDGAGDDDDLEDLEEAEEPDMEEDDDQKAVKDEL
# Shn3 inh set2 – inhibitors of Schnurri-3 3'UTR reporter in osteoblasts; 0.52% of 360,000 active; Clone20 osteoblast Shn3 3'UTR firefly luciferase, 24 h; inhibition, % at 12.5 µM;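 active = mean inhibition of at least 75% with every replicate also reaching 75%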;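 also: 0% = median of neutral control wells and 100% = pilot-screen positive control compound; some compounds past the cut are filed as inactive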
# Vif inh – inhibitors of HIV Vif. HEK293T cells, Vif self-association by quenched fluorescence, imaging, 24 h. inhibition, % at 7.49 µM. 0.35% of 340,000 active; in the data active = inhibition above about 50%, passing the limit was not always enough; also: some results filed as inactive read as strong as hits
# NR2E3 ag-1 – activates human photoreceptor nuclear receptor NR2E3. 0.12% of 320,000 active. inhibition of corepressor binding, % at 4.78 µM. AID 2300. GST-NR2E3/biotin-RetCOR TR-FRET, 1536-well;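 active = percent inhibition above the cutoff of mean plus 3 SD of all tested compounds, set per screening campaign, cut at about 20% in these data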;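 also: 0% = DMSO wells and 100% = biotin wells as full block of FRET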
# Target sequence (Q9Y5X4 whole entry, looked up): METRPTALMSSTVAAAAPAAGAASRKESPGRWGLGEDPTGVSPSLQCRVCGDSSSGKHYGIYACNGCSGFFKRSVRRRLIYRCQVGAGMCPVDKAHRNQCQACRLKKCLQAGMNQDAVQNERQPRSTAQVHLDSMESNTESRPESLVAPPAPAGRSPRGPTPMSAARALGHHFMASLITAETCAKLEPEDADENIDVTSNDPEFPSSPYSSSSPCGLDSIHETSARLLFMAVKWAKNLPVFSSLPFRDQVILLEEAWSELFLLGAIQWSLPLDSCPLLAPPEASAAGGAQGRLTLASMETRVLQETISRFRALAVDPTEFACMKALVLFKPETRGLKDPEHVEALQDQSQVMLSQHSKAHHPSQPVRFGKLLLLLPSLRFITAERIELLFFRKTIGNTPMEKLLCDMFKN
#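 Material: NR2E3–RetCOR corepressor complex / Incubation: Compound–protein incubation for 5 h at 4 °C / Dosing: compound at 4.8 µM, single dose / Detection: time-resolved FRET / Benchmarks: high control biotin, low control 0.6% DMSO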
# HIF-2a inh – blocks HIF-2a reporter activity; 786-0 RCC cells HIF-2a reporter, luciferase luminescence, overnight; AID 624352; 0.72% of 360,000 active; inhibition, % at 18.8 µM;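 active = inhibition of the luminescence signal of 40% or more relative to plate controls, in a single-dose primary screen at 18.75 µM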
# KKLEB tox – counter-screen for CF NF-kB inhibitors: cytotoxicity; KKLEB CF airway cells viability, ATPlite luminescence, overnight; active compounds read low; cells stimulated with P. aeruginosa culture filtrate; activity change (cytotoxicity), % at 5 µM; 0.36% of 360,000 active;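 active = corrected activity change at or below -50% at 5 µM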
# Peg3 promoter – Peg3 promoter activity inhibition | HeLa PEG-Prom luciferase reporter, luminescence, overnight | inhibition, % at 20 µM | 1.7% of 360,000 active | AID 588405;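 active = inhibition of at least 50% at 20 µM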
# MITF TRPM1 inh – MITF TRPM1 promoter inhibition in SK-MEL-5 cells; SK-MEL-5 TRPM1 promoter luciferase, 24 h; inhibition, % at 12.5 µM; 0.83% of 330,000 active;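 active = mean inhibition across replicates of 60% or more, whatever share of single replicates reaches that level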; also: values of inactives mirror those of a sister screen read the other way
# NR2E3 ag-2 – agonists of human NR2E3 nuclear receptor; CHO-S Gal4-NCOR/VP16-NR2E3 two-hybrid, luciferase; Q9Y5X4; 0.35% of 360,000 active; inhibition of corepressor binding, % at 3.98 µM; AID 602229;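 active = inhibition above the mean of all tested compounds plus 3 SD, cut at about 70% in these data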;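 also: 0% = DMSO with NR2E3 transfected cells and 100% = cells lacking NR2E3 construct; higher means lower luciferase signal from less NR2E3 corepressor binding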
# * hit, by the source's call; . = no result given.
# Results follow in this order: CaV13 FRET inh	CF NFkB block	PDI inh	Shn3 inh set2	Vif inh	NR2E3 ag-1	HIF-2a inh	KKLEB tox	Peg3 promoter	MITF TRPM1 inh	NR2E3 ag-2
1: CC(C)(CCl)C(=O)Nc1ccc(C(F)(F)F)cc1
    -4	-7	9	2	8	1	-15	6	-21	-5	19
2: CCc1cc2c(=O)[nH]c(N3CCOCC3)nc2s1
    2	4	-2	-27	5	-2	-75	4	-53	-10	-21
3: Cc1cc(Br)ccc1OCCCCNCCO
    -9	9	0	-1	-1	-2	-7	-7	-6	-19	-10
4: Cc1c(Cl)cc(C(C)C)c(O)c1CN1CCOCC1
    -7	-11	5	9	3	.	2	8	-267	3	14
5: CCN(CC)c1ccc(NC(=O)Nc2ccccc2C(F)(F)F)cc1
    .	5	-1	-60	-2	0	-144	-12	-72	-40	-19
6: CCCCc1nnc(NC(=O)c2ccc(S(=O)(=O)N3CCOCC3)cc2)s1
    -2	-3	-2	-2	12	3	4	-11	5	5	19
7: COC(=O)CNC(=O)c1ccccc1
    .	10	.	-3	25	2	12	-9	4	-6	-14
8: COC(=O)c1c(-c2ccco2)csc1NC(=O)C1CC=CCC1C(=O)O (configuration not stated)
    -5	-1	3	6	1	8	-4	5	9	5	-19
9: COc1ccc(Br)cc1S(=O)(=O)NCCN1CCOCC1
    -5	-15	-1	1	1	-1	7	1	14	4	-3
10: Cc1ccc2nc(SCC(=O)Nc3cc(C)on3)c(C)cc2c1
    -7	8	7	14	24	-5	12	-8	5	-12	-4
11: CN(C)CCNc1nc2c(c(=O)[nH]c(=O)n2C)n1CC(O)COc1ccc(Cl)cc1 (configuration not stated)
    .	-18	-2	3	-3	3	4	-10	9	-5	-11
12: CCCC(C)C(=O)Nc1ccncc1 (configuration not stated)
    6	8	-3	24	-3	-1	12	-8	11	3	-3
13: CCOC(=O)C1CCN(S(=O)(=O)c2ccc(C(=O)OC)cc2)CC1
    -6	6	3	1	-2	1	9	8	7	2	-11
14: O=C(CNC(=S)N(Cc1ccc(F)cc1)C1CCCCC1)NC1CC1
    -8	-9	-4	24	0	0	10	9	14	4	7
15: CC(Sc1nc2ccccc2s1)C(=O)NC1CCCc2ccccc21 (configuration not stated)
    -5	-2	7	-23	-14	-1	-3	-4	12	2	-4
16: Fc1ccc(NC(=S)NCc2ccc3c(c2)OCO3)cc1
    -5	-6	3	5	7	-3	-9	13	-15	-9	0
17: Cc1cc(C)cc(C(=O)N2CC(=O)Nc3ccccc32)c1
    -7	37	1	19	-4	1	17	-15	7	33	9
18: COc1ccc(N2CCN(C(CNC(=O)CC(C)(C)C)c3ccc4c(c3)OCO4)CC2)cc1 (configuration not stated)
    -4	-4	2	-7	2	-1	4	-5	38	10	-12
19: O=C(O)CN1CCN(CC(=O)O)CCN(CC(=O)O)CCN(CC(=O)O)CC1
    -6	-4	-6	0	-3	2	-4	20	2	-1	-9
20: Cc1c(-c2ccc(F)cc2)nc(N)c(C#N)c1-c1ccco1
    -4	24	-2	21	15	0	18	-12	4	-3	-2
21: Cc1ccc(S(=O)(=O)NC(C(=O)OCC(=O)NC2CCS(=O)(=O)C2)C(C)C)cc1 (configuration not stated)
    -5	-18	1	3	9	-3	9	20	17	3	2
22: CCCCNC(=O)NNC(=O)c1ccc(F)cc1
    -7	0	-13	15	9	-3	12	-8	17	5	15
23: COc1ccc(C2N(c3ccc(C)cc3)CCN2c2ccc(C)cc2)cc1O
    -5	-12	0	-25	3	-5	-76	4	-39	-12	-18
24: O=C(OC(c1ccccc1)c1nccc2ccccc12)c1cc([N+](=O)[O-])cc([N+](=O)[O-])c1 (configuration not stated)
    -8	18	-16	7	2	-3	-1	-13	5	10	12
25: CCOC(=O)C1CCN(C(=O)c2oc3ccc(S(=O)(=O)N4CCCCCC4)cc3c2C)CC1
    -4	10	-3	14	5	3	25	-2	10	-7	1
26: CCCNC(=O)[C@@H]1CCCN1C(=O)[C@@H]1Cc2ccccc2CN1
    -2	-8	-43	-4	-12	-1	3	-1	3	3	-9
27: Cc1ccc(Cc2c(-c3ccc(C)cc3)nc3c(C)cc(Br)cn23)cc1
    -4	43	.	-5	.	.	-11	-9	-7	.	-13
28: Cc1ccc(C)c(NC(=O)COC(=O)CC2CC3CCC2C3)c1 (configuration not stated)
    -5	-1	-2	-4	-6	.	11	3	14	5	5
29: Cc1c(C#N)c2ccccc2n1CC(=O)NCc1ccccc1
    -5	10	8	3	1	0	22	4	17	14	-14
30: CC1(C)Cc2c(cnn2-c2cccc(F)c2)C(NC(=O)Cn2cccn2)C1 (configuration not stated)
    -2	-14	5	-18	-1	.	-28	5	-13	4	-4

# Brought forward from above: 3 entries, followed by the next part.
# Results follow in this order: CaV13 FRET inh	CF NFkB block	PDI inh	Shn3 inh set2	Vif inh	NR2E3 ag-1	HIF-2a inh	KKLEB tox	Peg3 promoter	MITF TRPM1 inh	NR2E3 ag-2
28: Cc1ccc(C)c(NC(=O)COC(=O)CC2CC3CCC2C3)c1 (configuration not stated)
    -5	-1	-2	-4	-6	.	11	3	14	5	5
29: Cc1c(C#N)c2ccccc2n1CC(=O)NCc1ccccc1
    -5	10	8	3	1	0	22	4	17	14	-14
30: CC1(C)Cc2c(cnn2-c2cccc(F)c2)C(NC(=O)Cn2cccn2)C1 (configuration not stated)
    -2	-14	5	-18	-1	.	-28	5	-13	4	-4
31: O=C(CSc1nnc(-c2cccnc2)o1)Nc1nccs1
    -15	9	6	-44	15	2	-80	-5	-126	-54	-46
32: Cc1cc(OC(=O)c2c(C)cc(O)cc2O)cc(O)c1C(=O)O
    .	13	.	-2	2	-2	18	-8	0	9	-21
33: CCCCC(C)Sc1nc2c([nH]1)c(=S)n(C)c(=O)n2C (configuration not stated)
    -6	8	-3	30	-21	.	1	2	11	7	87*
34: O=C(CC1NC2CCCCC2NC1=O)Nc1cccc(C(F)(F)F)c1 (configuration not stated)
    -4	11	4	-14	-4	-1	13	-12	5	19	-7
35: Nc1cccc(Oc2ccc3c(c2)C(=O)NC3=O)c1
    -20	12	1	-10	0	6	7	-2	-5	-3	1
36: O=C1c2ccccc2C(=O)c2cc(NC(=O)C3CC3)ccc21
    -3	-43	-4	-67	-16	-2	-262	-14	-244	-55	-123
37: Cc1c(NC(=O)c2cc(-c3ccccc3)on2)c(=O)n(-c2ccccc2)n1C
    -8	5	-3	-6	.	1	-10	-7	5	5	-16
38: COc1ccc(CCNC2=CC(=O)CCC2)cc1OC
    .	0	.	-5	2	.	-2	-10	-1	.	19
39: COc1ccccc1CCC(=O)Nc1ccc2c(c1)c(=O)n(C)n2Cc1ccc(F)cc1
    -4	1	-4	23	19	.	4	0	27	.	-47
40: CN1CCN(c2nc(-c3ccco3)cc(C(F)(F)F)n2)CC1
    -7	12	-8	3	8	-2	-5	-6	-5	0	16
41: OC(c1ccc(Cl)c(Cl)c1)c1ncc(-c2cccc(F)c2)[nH]1 (configuration not stated)
    -7	-10	-3	-9	.	.	13	15	28	.	26
42: CN1CCC(CO)(Cc2ccccc2)CC1
    -14	13	16	9	-1	-1	7	4	-16	5	-38
43: CCOC(=O)c1cccc(C2=CC(=O)C[C@H](c3ccc(OC)c(OC)c3)C2)c1
    -12	0	-7	20	-11	2	4	-7	10	9	-7
44: CC(=O)Nc1ccc(NC(=O)CSc2nnc(NC(=O)Cc3ccc(F)cc3)s2)cc1
    -2	0	12	6	8	-1	-12	-13	2	-11	-6
45: CC(=O)N1CC2(C)CN(C(C)=O)CC(C)(C1)C2=O
    -2	-5	-5	0	.	-2	-57	5	-39	2	-8
46: CC(C)c1nc(=S)c2ccccc2[nH]1
    -5	4	7	-7	-3	6	-9	11	-6	7	-8
47: CC(C)Oc1ccc(Cc2cnc(N)nc2N)cc1
    .	0	-2	-4	10	-2	-5	-12	9	-1	-23
48: CCOc1ccc(C2CC(c3ccc(OC)c(OC)c3)n3nc(N)nc3N2)cc1 (configuration not stated)
    1	-2	.	-7	1	-1	2	-8	4	.	-30
49: O=C(CCCN1C(=O)CSc2ncccc21)N1CCN(Cc2ccccc2)CC1
    37*	-22	14	-9	5	7	8	9	8	1	10
50: O=C(O)Cn1c(=O)c2c3c(sc2n(Cc2ccc(Cl)cc2Cl)c1=O)CCCC3
    -19	-11	2	-17	-13	.	18	10	15	-8	-39
51: O=C([O-])c1ccccc1-[n+]1c(-c2ccccc2)cc(-c2ccccc2)cc1-c1ccccc1
    -5	-2	5	15	-1	2	13	-5	-7	4	15
52: COc1ccc(N=Cc2nc(-c3ccco3)oc2O)cc1
    -5	26	0	-57	6	-8	-89	-8	-25	-96	-32
53: COc1cnc(-c2cccc(C(F)(F)F)c2)c(NC(=O)c2cc3ccccc3s2)n1
    -4	5	-2	4	-13	.	4	-5	5	.	-26
54: COc1ccc(C(=O)OCc2ccc(C)cc2)cc1S(=O)(=O)N1CCOCC1
    -7	10	-7	-7	-1	6	-4	-2	12	-14	7
55: NC(=O)C1CCN(C(=O)/C=C/c2ccco2)CC1
    -8	7	3	18	0	-1	10	-16	-9	-4	-14
56: Cc1c(Cl)cccc1NC(=S)NCCc1ccc(C(F)(F)F)cc1
    -2	6	0	3	-3	-4	17	2	19	0	-12
57: Cc1cccc(N2CCN(C(=O)c3ccc4ncsc4c3)CC2)c1C
    -5	16	-30	-28	15	.	-94	-6	-91	11	-128
58: O=C(COc1ccc(S(=O)(=O)NCc2ccccc2)cc1)N1CCOCC1
    -9	2	2	0	1	5	2	-6	7	3	-2
59: O=C(CSc1nc2ccccc2o1)N1CCN(c2ccccc2)CC1
    .	-17	-2	17	12	4	4	7	2	1	20
60: CCc1cc2c(=O)c(Oc3ccccc3)c(C)oc2cc1O
    -4	3	0	6	-2	0	1	2	-7	10	14

# Next part
# Results follow in this order: CaV13 FRET inh	CF NFkB block	PDI inh	Shn3 inh set2	Vif inh	NR2E3 ag-1	HIF-2a inh	KKLEB tox	Peg3 promoter	MITF TRPM1 inh	NR2E3 ag-2
61: CCOC(=O)CSc1nc2cc(S(=O)(=O)N3CCOCC3)ccc2n1CC
    -5	0	-2	8	2	0	2	2	-9	0	-26
62: COc1cccc(-c2nnc(SCC(=O)Nc3ccc(OC)c(OC)c3)n2N)c1
    -4	-10	-6	-20	10	3	12	-2	0	12	29
63: CC(/C=N/NC(=O)Cc1cccn1C)=C\c1ccccc1
    -6	-37	-2	-51	-2	3	-110	4	-144	-41	-22
64: O=C(O)CN1C(=O)/C(=C\c2cccc(OC(=O)c3ccco3)c2)SC1=S
    -5	8	-3	-1	10	-3	1	0	12	-6	-16
65: O=C1CSC(=S)N1/N=C/c1cccc(C(F)(F)F)c1
    -3	-12	0	-18	16	-1	-66	3	-43	15	-30
66: CCCC[n+]1c(C)sc2ccc(C)cc21
    -15	-14	-5	-17	.	0	18	13	1	5	-4
67: CCOc1ccccc1NC(=O)CNC(=O)CNC(=O)Cc1ccccc1
    -7	-10	1	0	-5	3	10	4	6	13	8
68: COc1ccc(NC(=O)c2cccc3c(-c4ccc(O)c(OC)c4)coc23)cc1
    -6	-16	2	22	-7	.	-80	-10	-15	.	-133
69: COc1ccc(C(=O)OCC(=O)NC23CC4CC(CC(C4)C2)C3)c(O)c1
    -11	-10	-12	9	-2	.	6	-9	-6	.	1

# Assay outcomes as filed in PubChem BioAssay.
